Screening data as filed in PubChem BioAssay.
12-LOX inh: Primary qHTS assay for inhibitors of human arachidonate 12S-lipoxygenase (ALOX12): Round 2. Polyunsaturated fatty acid lipoxygenase ALOX12 (Homo sapiens), P18054. purified 12hLO, xylenol orange hydroperoxide absorbance. Potency, µM (series often up to 108 µM), without a hit: top-dose activity change, negative = inhibition, usual class: inhibitors. 580,000 tested, 1.1% active; further: potency means the concentration at half of the fitted maximal effect; on the % scale 0 is the no-effect control and ±100 the full control effect
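Hydroperoxide product was detected by ferrous iron/xylenol orange as the 573 to 405 nm absorbance ratio. Arachidonic acid at 40 uM (final) was turned over for 30 min at room temperature by 150 nM human 12hLO, pH 7.0 Hepes buffer, after 15 min compound preincubation.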
Vif-APOBEC3G blk: qHTS for Inhibitors of Vif-A3G Interactions: qHTS. HeLa A3G-eYFP + Vif (tagged APOBEC3G with the HIV-1 protein that degrades it), YFP fluorescence, overnight. Potency, µM (doses to about 46.1 µM), without a hit: at the highest dose activity, negative = active, most hits filed as inhibitors. 410,000 tested, 0.076% active;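 further: potency means the concentration at half of the fitted maximal effect; on the % scale 0 is the no-effect control and ±100 the full control effect; nearly all actives have a fitted effect of over 60% in size; hits raise eYFP signal because A3G escapes Vif-driven loss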
Target sequence (Q9HC16 whole entry, looked up): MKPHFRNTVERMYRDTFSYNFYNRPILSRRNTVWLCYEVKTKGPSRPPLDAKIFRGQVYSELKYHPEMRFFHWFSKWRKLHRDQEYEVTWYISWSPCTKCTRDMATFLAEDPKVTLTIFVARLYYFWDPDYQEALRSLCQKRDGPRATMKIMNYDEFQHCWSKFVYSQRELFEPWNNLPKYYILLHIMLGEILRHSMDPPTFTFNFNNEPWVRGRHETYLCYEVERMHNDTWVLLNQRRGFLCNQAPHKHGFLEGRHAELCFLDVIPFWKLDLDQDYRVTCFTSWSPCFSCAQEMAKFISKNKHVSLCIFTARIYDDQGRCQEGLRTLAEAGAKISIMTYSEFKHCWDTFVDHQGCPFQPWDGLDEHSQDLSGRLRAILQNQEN
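HeLa cells stably expressing Vif and C-terminally eYFP-tagged A3G, seeded overnight at 37 deg C, then exposed to compound by pintool overnight at 37 deg C. Rise in yellow fluorescence (Ex 488/Em 500-530, Acumen) marks blocked Vif-driven A3G degradation.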
RGS4 inhibitor: Inhibitors of Regulator of G Protein Signaling (RGS) 4: qHTS; Potency, µM (titrated, usually from 114 µM), without a hit: top-dose activity change, negative = inhibition, actives largely listed as inhibitors; Transcreener GDP fluorescence polarization, RGS4-accelerated GTP hydrolysis; 390,000 tested, 0.039% active; Regulator of G-protein signaling 4 (Homo sapiens), P49798; further: potency means the concentration at half of the fitted maximal effect; on the % scale 0 is the no-effect control and ±100 the full control effect; nearly all actives have a fitted effect of over 75% in size; some results filed as inactive show a strong effect at the top dose
Target sequence (P49798 whole entry, looked up): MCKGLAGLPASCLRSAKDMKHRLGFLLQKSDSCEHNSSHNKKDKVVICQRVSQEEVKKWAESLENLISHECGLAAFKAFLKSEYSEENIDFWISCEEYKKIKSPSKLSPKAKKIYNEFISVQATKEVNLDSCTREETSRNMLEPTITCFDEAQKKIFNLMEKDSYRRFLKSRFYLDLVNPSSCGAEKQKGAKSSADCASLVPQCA
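MLSMR compounds (23 nl, pin-transferred) preincubated 10 min at room temperature with a 500nM (2x) first reagent, then RGS4 at 900nM (2x) plus Transcreener GDP mix added; fluorescence polarization (620/688 nm) read before and after 90 min at 30 °C.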
D2 ag: HTS Assay for Allosteric Agonists of the Human D2 Dopamine Receptor: Primary Screen for Agonists | HEK293 T-REx D2 cells, calcium flux agonist mode | activation, % at 2 µM | 340,000 tested, 0.53% active;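 active means activation over 3 SD above normal in the single-dose calcium agonist read, cut at about 30% in these data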; further: 0% is about no effect
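In this primary screen, compounds producing a positive calcium signal within 180 s of addition to tetracycline-induced, force-coupled HEK293 Trex D2 cells are flagged; cells are dye-loaded with a no-wash calcium kit beforehand.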
D2 antagonist: HTS Assay for Allosteric Antagonists of the Human D2 Dopamine Receptor: Primary Screen for Antagonists; D(2) dopamine receptor (Homo sapiens), P14416; HEK293 TREx D2 cells, calcium flux, dopamine EC80; inhibition, % at 10 µM; 340,000 tested, 2% active; AID 485344, 2010; in the data active means inhibition above about 30%; further: 0% is about no effect
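In this primary screen, negative modulation is detected by tracking calcium flux after an EC80 dopamine challenge in inducible HEK293 T-REx D2 cells preexposed to test compound for 180 s.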
GRP78 ERSR act: qHTS for Inducers of the Endoplasmic Reticulum Stress Response (ERSR) in Human Glioma: qHTS; AID 602332, 2012; U87-MG GRP78 promoter luciferase reporter, 16 h; Potency, µM, inactives show at the top dose activation, usual class: activators; 420,000 tested, 0.02% active; further: potency means the concentration at half of the fitted maximal effect; series mostly up to about 76 µM; % of control where 0% means no effect; nearly all actives have a fitted effect of over 35% in size
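Stably transfected U87-MG human glioma cells carrying a GRP78-based luminescent sensor were seeded at 1000 cells/well, pin-dosed with compounds and incubated 16 h. Luciferase reagent was then added, and end-point luminescence was read after 10 min at room temperature.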
LDHA block: qHTS assay for inhibitors of human lactate dehydrogenase | purified LDHA, NADH/diaphorase-resazurin fluorescence; hits give low values | activity change, % (values are at about 110 or 230 µM) | 480,000 tested, 0.15% active | AID 1347041, 2019; in the data active means activity change below about -30%; inconclusive means mostly about -25% to -30%;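 further: plate controls were DMSO wells for no effect and wells without enzyme for full effect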
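Resorufin fluorescence (ex540/em590), read at 0 and 20 min after diaphorase/resazurin addition, reports the NADH left after a 5 min room-temperature reaction of 2 nM human LDH5 with 0.06 mM NADH and 0.2 mM pyruvate.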
ERG Ets-DNA blk: qHTS for Small Molecule Inhibitors of the ERG Ets/DNA interaction | Transcriptional regulator ERG (Homo sapiens), P11308 | fluorescence polarization, His-ERG Ets domain / labelled DNA | Potency, µM (highest dose often 76.9 µM), for inactives: at the top dose FP activity, negative = inhibition, hits mostly inhibitors | 370,000 tested, 0.028% active | AID 624246, 2012; active means well fitted inhibition curve with a large enough effect in the polarisation, with a control signal flat; inconclusive means small, poorly fitted or top-dose-only effect, or effect the other way, or a change in a side signal; inactive means no such curve, though single readings can be large or run the other way; the % refers to the polarisation;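 further: polarization taken with two DNA probes labelled with fluorescein and Texas red; potency means the concentration at half of the fitted maximal effect; % of control where 0% means no effect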
Target sequence (P11308 whole entry, looked up, the tested form may be a part): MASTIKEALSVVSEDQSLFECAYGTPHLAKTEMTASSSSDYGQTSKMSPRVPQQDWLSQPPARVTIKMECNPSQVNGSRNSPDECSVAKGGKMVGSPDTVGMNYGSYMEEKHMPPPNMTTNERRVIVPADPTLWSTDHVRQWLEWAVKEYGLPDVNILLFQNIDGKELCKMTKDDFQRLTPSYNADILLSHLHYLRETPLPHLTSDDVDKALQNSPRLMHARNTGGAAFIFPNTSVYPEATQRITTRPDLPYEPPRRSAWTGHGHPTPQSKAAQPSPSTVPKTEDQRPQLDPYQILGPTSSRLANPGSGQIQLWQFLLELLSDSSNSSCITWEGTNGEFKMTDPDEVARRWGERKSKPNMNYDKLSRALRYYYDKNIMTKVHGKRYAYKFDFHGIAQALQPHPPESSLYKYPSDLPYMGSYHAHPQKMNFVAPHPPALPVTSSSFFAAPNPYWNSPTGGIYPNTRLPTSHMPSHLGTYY
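His-tagged ERG Ets domain (1 uM in the protein solution; 300mM KCl, 50mM Tris-HCl, 1mM EDTA, 1mM DTT, pH 7.5) received compound, then a probe mix of 5 nM fluorescein-DNA and 100nM Texas-615-DNA. Fluorescence polarization was read for both dyes.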
Vif-APOBEC3F blk: qHTS for Inhibitors of Vif-A3F Interactions: qHTS | Potency, µM (doses to about 46.1 µM), for inactives: at the highest dose activity, negative = active | HeLa A3F-eYFP + Vif (tagged APOBEC3F with the HIV-1 protein that degrades it), YFP fluorescence increase | 390,000 tested, 0.2% active; further: potency means the concentration at half of the fitted maximal effect; % of control where 0% means no effect; nearly all actives have a fitted effect of over 65% in size
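HeLa cells stably expressing A3F-eYFP plus Vif, plated and incubated overnight at 37 deg C, then exposed to compounds overnight at 37 deg C. Blocked degradation read as raised yellow fluorescence (Ex 488/Em 500-530).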
Active calls of the source: *; ? = inconclusive; / = no result given; & = joins results of further samples; [ ] = remark or other dose. Unless noted, the call rests on the fitted dose curve; in most records, active means well fitted curve in the direction sought with a large enough effect; inconclusive means small, poorly fitted or top-dose-only effect, or another doubt; inactive means no such curve, though single readings can be large; an effect the other way counts as inactive or inconclusive. Only part of the results is shown, so the mix of outcomes need not match the whole.

SMILES	12-LOX inh	Vif-APOBEC3G blk	RGS4 inhibitor	D2 ag	D2 antagonist	GRP78 ERSR act	LDHA block	ERG Ets-DNA blk	Vif-APOBEC3F blk
C=CCc1ccccc1OCC(O)CNC1CCCC1 (centres undefined)	-16%	2%	-11%	0.0	3	-6%	-2	-22%	3%
COc1cccc(NC(=O)N[C@@H](Cc2ccccc2)C(=O)O)c1	2%	0%	21%	0.1	-4	0%	-4	-9%	-4%
Cc1ccc(F)cc1NC(=O)/C=C/c1ccc(S(=O)(=O)N2CCOCC2)cc1	-6%	-1%	23%	/	/	-3%	-3	2%	-8%
Brc1ccc(CNCc2cccs2)cc1	1%	-6%	1%	-0.4	-2	0%	-7	-5%	-5%
COc1cccc(NC(=O)Cc2cn(C)c3ccccc23)c1	-6%	-3%	-12%	1.1	-12	2%	-3	1%	5%
C=CCOc1cccc(C2C(C(=O)c3ccc(C)o3)=C(O)C(=O)N2CCN2CCOCC2)c1 (centres undefined)	-22%	-1%	/	/	/	-2%	4	/	-7%
COc1ccc(NC(=O)C2CC(=O)N/C(=N/N=C/c3ccco3)S2)cc1 (centres undefined)	216%[activator]	3%	8%	-0.7	2	-2%	-3	-6%	-1%
Cc1cccc(C)c1NC(=O)CNC(=O)c1c(-c2ccccc2)noc1C	17%	-4%	13%	0.1	1	0%	-16	0%	5%
CC(C)N1CCN(Cc2cccs2)CC1CCO (centres undefined)	-12%	-4%	4%	/	/	0%	-3	0%	4%
Nc1cc(Cl)cc2c1-c1ccc(Cl)cc1C2	?	-17%	-27%	/	/	9%	-4	?	?
COc1ccc(C2CC(=O)c3cnn(-c4nc(C)cc(C)n4)c3C2)cc1 (centres undefined)	0%	?	6%	-0.1	-19	-5%	-6	7%	-13%
CCOC(=O)c1cc(S(=O)(=O)NCC2CCN(Cc3cccc(C)c3)CC2)cn1C	-6%	5%	11%	/	/	-2%	-1	-3%	4%
CC(C)Sc1ncnc2c1oc1ccccc12	16%	-1%	-10%	-0.5	8	6%	-1	-2%	-15%
CNC(=S)N/N=C(\C)c1cccc(C(F)(F)F)c1	22µM*	-4%	-20%	-0.8	2	-4%	4	3%	?
N#C/C(=C\c1cccc([N+](=O)[O-])c1)C(=O)Nc1cccnc1	?	-4%	-42%	-0.1	7	0%	5	-10%	-25%
O=C(c1ccc2c(c1)N(Cc1ccc(F)cc1)C(=O)c1ccccc1S2(=O)=O)N1CCN(Cc2ccccc2)CC1	-1%	0%	7%	/	/	-2%	1	-4%	6%
O=C(N/N=C/c1c(Cl)[nH]c2ccccc12)c1ccc2c(c1)OCCO2	6%	-20%	-14%	0.5	5	8%	-10	-17%	-12%
O=C(O)c1ccccc1C(=O)NCCc1ccc(Cl)cc1	-2%	-1%	12%[56.9 µM]	0.7	-7	-2%	1	9%	-3%
OCCN1CCN(CCCN2c3ccccc3CCc3ccccc32)CC1	-18%	3%	/	/	/	-3%	0	/	0%
Cc1ccc2c(c1)CCCN2C(=O)c1ccco1	1%	0%	14%	0.7	5	-2%	0	-11%	-12%
CCCOc1ccccc1C(=O)Nc1ccc(-c2nc3ccc(C)cc3s2)cc1	?	2%	-9%	0.8	/	0%	7	-1%	0%
O=C(CN1CCOCC1)Nc1cccc([N+](=O)[O-])c1	367%[activator]	1%	2%	/	/	-7%	-10	-6%	-1%
Cc1nc2c(oc3ccc(Cl)cc32)c(=O)[nH]1	-20%	2%	12%[11.4 µM]	/	/	6%	-5	-9%	2%
Cc1csc2c(N3CCN(C(=O)c4ccc(C(C)(C)C)cc4)CC3)ncnc12	243%[activator]	5%	27%	0.0	9	2%	-1	-5%	0%
COc1cccc(OCCSc2nc3ccccc3n2CC(=O)N2CCOCC2)c1	-14%	-2%	-3%	12	/	-1%	-5	2%	-1%
CCc1cccc(CC)c1NC(=S)NCCc1c(C)[nH]c2ccccc12	?	-4%	15%	2.8	-15	-3%	-9	7%	-5%
CC(NC(=O)Nc1ccc(F)cc1F)c1ccc2c(c1)OCO2 (centres undefined)	-9%	-1%	9%	-1.0	-9	-6%	-2	-7%	0%
CCn1cc(C(=O)NCC2CCCO2)c(=O)c2cc(S(=O)(=O)N(C)C3CCCCC3)ccc21 (centres undefined)	-5%[57.4 µM]	0%	-8%	-0.7	0	-4%	7	-4%	-7%
Clc1ccc(-c2cc(COc3ccccc3)on2)cc1	8%	4%	13%	0.5	5	4%	-4	0%	10%
Cc1cccc2cc(COC(=O)C3CCCCC3)c(=O)[nH]c12	16%	-1%	-5%	0.0	10	-1%	-5	12%	9%

Entries of single compounds, quoted from the list. Values in the order: 12-LOX inh, Vif-APOBEC3G blk, RGS4 inhibitor, D2 ag, D2 antagonist, GRP78 ERSR act, LDHA block, ERG Ets-DNA blk, Vif-APOBEC3F blk
Cc1ccc2c(c1)CCCN2C(=O)c1ccco1 as listed: 1%, 0%, 14%, 0.7, 5, -2%, 0, -11%, -12%
O=C(N/N=C/c1c(Cl)[nH]c2ccccc12)c1ccc2c(c1)OCCO2 as listed: 6%, -20%, -14%, 0.5, 5, 8%, -10, -17%, -12%

Further structures
SMILES	12-LOX inh	Vif-APOBEC3G blk	RGS4 inhibitor	D2 ag	D2 antagonist	GRP78 ERSR act	LDHA block	ERG Ets-DNA blk	Vif-APOBEC3F blk
Cc1csc(NC(=O)c2nc3nc(C)cc(C)n3n2)n1	-23%	-4%	-15%	0.2	-3	-12%	-2	-2%	1%
COc1ccc(Cl)cc1C(=O)NNC(=S)NC(=O)c1cc(-c2ccccc2)nc2ccccc12	-17%	0%	-39%	1.3	3	-3%	-7	0%	6%
CCc1nn(CC(=O)NCCc2ccc(Cl)cc2)c(=O)c2cccn12	29%	-2%	17%	0.4	2	0%	-8	8%	-15%
C=CCn1c(COc2cc(C)ccc2C(C)C)nnc1SCC(=O)c1c(N)n(C)c(=O)n(C)c1=O	-21%	2%	-23%	2.6	9	-1%	-4	-1%	-1%
CCOC(=O)CSC1=Nc2ccccc2C2=NC(CC(=O)NCc3ccc(OC)cc3)C(=O)N12 (centres undefined)	-24%	4%	27%	-0.2	10	-5%	-5	-1%	3%
CCOC(=O)c1nn(-c2cccc(Cl)c2)c2nc(CC(C)C)c(C#N)c(=O)n12	-24%	1%	-2%	1.6	0	-1%	-9	-5%	5%
Cc1ccccc1C(=O)c1cccn1CC(=O)NCc1ccc(F)cc1	-16%	-6%	-24%[11.4 µM]	-0.3	8	10%	-7	-2%	0%
Cn1nc(-c2ccc(C(=O)Nc3cccc(Cl)c3)cc2)c2ccccc2c1=O	-28%&-1%	-11%	-1%	-0.6	-9	-6%	4&-17	-6%	0%
Cc1onc(-c2ccccc2Cl)c1C(=O)N1CCCCC1C (centres undefined)	19%	-8%	-4%	0.5	24	-1%	-7	12%	2%
CC(C)CCn1c(=O)c(C(=O)N/N=C/c2cccc(F)c2)c(O)c2ccccc21	17%	-4%	5%	1.9	-3	-1%	0	-2%	-10%
Cn1c(=O)cc(SCC(=O)NCC2CCCO2)c2ccc(Cl)cc21 (centres undefined)	-3%	0%	7%	0.4	2	-2%	-3	-2%	-3%
O=C(OCc1cccc(C(F)(F)F)c1)c1ccc(-c2nnn(Cc3ccc(F)cc3)n2)cc1	-1%	3%	20%	1.1	/	-1%	-5	-3%	3%
CN1CCN(C(=O)c2ccc3c(c2)NC(=O)C(C)(C)O3)CC1	-20%	1%	-1%	0.5	-13	-4%	-7	-16%	-11%
Cc1noc(NS(=O)(=O)c2ccc(N/C=C\C(=O)c3ccc4c(c3)OCO4)cc2)c1C	?	-1%	-3%	-0.4	-8	8%	-9	1%	-9%
COc1cccc(C(=O)N/N=c2/oc3ccccc3cc2C(N)=O)c1	5%	-1%	-14%	-1.9	-14	-4%	-11	7%	?
O=C(CNc1ccc(F)cc1)N/N=C1\CCCc2ccccc21	4%	-4%	?	3.4	8	-3%	2	-11%	-16%
CCCCNC(=O)C1CCCNC1=O (centres undefined)	3%	-4%	30%	0.0	-9	-6%	-7	/	-25%
CCCCN1C(=O)C(CC(=O)NC2CC2)CC(C(=O)N2CCOCC2)=C1C (centres undefined)	0%	2%	/	/	/	-5%	1	/	0%
COc1ccc(CC2(CO)CCN(Cc3cnn(-c4ccccc4)c3)CC2)cc1	?	0%	3%	0.5	-19	-3%	-14	3%	9%
COc1ccc2c(c1)c(C(=O)N/N=C/c1cn(C)c3ccccc13)c(C)n2C	143%[activator]	-4%	-9%	0.2	0	-9%	-4	3%	-4%
CC1=C(C(=O)Nc2ccccc2)C(c2ccc(C)o2)n2c(s/c(=C\c3ccco3)c2=O)=N1 (centres undefined)	-9%	-4%	-5%	0.8	-14	-6%	3	7%	-29%
Cc1c(CNC2CCCCC2)c(C(=O)O)c(C)n1Cc1ccc(F)cc1	-5%	-3%	13%	-0.2	/	-4%	-4	-4%	-14%
